Bioassay records (PubChem BioAssay)
TbPYK inhibitor: T. brucei pyruvate kinase inhibition. Q57TT1. TbPYK enzyme, Kinase-Glo Plus ATP luminescence, 45 min. Potency, µM (top dose mostly 76.8 µM), inactives show top-dose activity, negative = inhibition, usual class: inhibitors. 0.12% of 410,000 active; note: potency is the fitted concentration of half-maximal effect; nearly all actives have a fitted effect of over 50% in size
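Luminescence from Kinase-Glo Plus, added after a 45-minute room-temperature reaction, served as the end-point read-out. The enzyme and substrate were preincubated with compound before ADP (130 uM final) initiated turnover. Concentration-effect curves came from normalized qHTS data.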
Sm TGR block: blocks Schistosoma mansoni thioredoxin glutathione reductase | Potency, µM (doses to about 114 µM), inactives show at the top dose activity change, negative = inhibition, actives largely listed as inhibitors | Q962Y6 | purified TGR, DTNB reduction, TNB absorbance 405 nm | 3% of 360,000 active; note: potency is the fitted concentration of half-maximal effect; nearly all actives have a fitted effect of over 60% in size
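TGR 20 nM + NADPH 100 uM (dispensed conc.), cpd preinc 15 min RT; start with NADPH (500 uM addition) then DTNB (15 mM addition). Kinetic TNB absorbance, 405 nm filter. Four-parameter Hill fit across titration.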
AmpC inh detg: inhibitors of E. coli AmpC beta-lactamase with detergent. AmpC hydrolysis of nitrocefin, absorbance 480 nm, 0.01% Triton. Potency, µM (highest dose often 114 µM), inactives show top-dose activity change, negative = inhibition, most hits filed as inhibitors. 0.041% of 370,000 active. AID 485294;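 note: potency is the fitted concentration of half-maximal effect; 0% = no-compound wells and -100% = no-enzyme wells; nearly all actives have a fitted effect of over 25% in size; some results filed as inactive show a strong effect at the top dose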
Target sequence (P00811 whole entry, looked up): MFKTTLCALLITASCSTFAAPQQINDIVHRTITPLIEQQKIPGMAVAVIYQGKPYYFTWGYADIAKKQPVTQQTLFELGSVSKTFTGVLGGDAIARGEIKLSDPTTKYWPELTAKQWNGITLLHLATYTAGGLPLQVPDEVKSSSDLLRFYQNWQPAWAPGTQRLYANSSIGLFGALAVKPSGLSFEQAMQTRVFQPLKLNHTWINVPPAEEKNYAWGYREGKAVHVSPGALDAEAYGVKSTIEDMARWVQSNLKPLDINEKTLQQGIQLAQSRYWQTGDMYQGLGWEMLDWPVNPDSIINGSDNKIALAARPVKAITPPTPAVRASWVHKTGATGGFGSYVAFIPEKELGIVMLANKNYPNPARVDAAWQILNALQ
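20 mM phosphate pH 7.0 + 0.01% (detergent screen) or 0.0001% Triton X-100; 5.3 nM AmpC reagent; cpd preinc 15 min RT; nitrocefin (800 uM stock) to start; A480 q20 s × 4 min; Activity was normalised to no-enzyme and no-compound control wells.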
AMA1-RON2 inh: disrupts binding of P. falciparum AMA1 to RON2; AlphaScreen AMA1-biotinylated RON2 peptide binding; Potency, µM (top dose mostly 58.2 µM), inactives show at the top dose activity change, negative = inhibition, hits mostly inhibitors; 0.2% of 360,000 active; AID 720542;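 note: potency is the fitted concentration of half-maximal effect; 0% = vehicle wells and -100% = peptide control; nearly all actives have a fitted effect of over 45% in size; some results filed as inactive show a strong effect at the top dose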
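AMA1 (3D7) with his tag at 25 nM final met compounds first, then biotinylated RON2 peptide at 25 nM; detection used donor plus acceptor beads, 10 µg/mL apiece, read by AlphaScreen after 30 min at room temperature.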
HCMV inh: blocks human cytomegalovirus replication; 4.5% of 410,000 active; activity change, negative = inhibition, % at 57.5 µM; HFF cells, HCMV-luciferase reporter, 72 h; stronger effect = lower value; AID 1259415; in the data active = activity change below about -60%; inconclusive = no clear call, values can overlap the other calls; inactive = above about -39%
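HFF cells seeded 16 h at 37C, treated with compounds, infected with luciferase-reporter HCMV at MOI 1 PFU/cell; luciferase read at 72 h post infection, normalized to buffer-only and Salinomycin controls.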
AmpC no deterg: AmpC beta-lactamase inhibition without detergent; Potency, µM (series often up to 57.1 µM), inactives show top-dose activity change, negative = inhibition, most hits filed as inhibitors; P00811; 0.52% of 330,000 active; AmpC nitrocefin hydrolysis, absorbance 480 nm, 0.0001% Triton;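 note: potency is the fitted concentration of half-maximal effect; plate controls were no compound for no effect and no enzyme for full effect; nearly all actives have a fitted effect of over 20% in size; some results filed as inactive show a strong effect at the top dose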
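AmpC (5.3 nM in the dispensed reagent) in 20 mM phosphate pH 7.0 with 0.01% (detergent screen) or 0.0001% Triton X-100 was preincubated with compounds for 15 min at room temperature. Nitrocefin was then added from an 800 uM solution, and hydrolysis was followed at 480 nm.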
LmPK inhibitor: blocks Leishmania mexicana pyruvate kinase activity. Q27686. purified LmPK, Kinase-Glo ATP luminescence, 1 h. Potency, µM (series often up to 57.5 µM), for the others: at the top dose activity change, negative = inhibition, hits mostly inhibitors. 0.37% of 290,000 active. AID 1721; note: potency is the fitted concentration of half-maximal effect
Target sequence (Q27686 whole entry, looked up): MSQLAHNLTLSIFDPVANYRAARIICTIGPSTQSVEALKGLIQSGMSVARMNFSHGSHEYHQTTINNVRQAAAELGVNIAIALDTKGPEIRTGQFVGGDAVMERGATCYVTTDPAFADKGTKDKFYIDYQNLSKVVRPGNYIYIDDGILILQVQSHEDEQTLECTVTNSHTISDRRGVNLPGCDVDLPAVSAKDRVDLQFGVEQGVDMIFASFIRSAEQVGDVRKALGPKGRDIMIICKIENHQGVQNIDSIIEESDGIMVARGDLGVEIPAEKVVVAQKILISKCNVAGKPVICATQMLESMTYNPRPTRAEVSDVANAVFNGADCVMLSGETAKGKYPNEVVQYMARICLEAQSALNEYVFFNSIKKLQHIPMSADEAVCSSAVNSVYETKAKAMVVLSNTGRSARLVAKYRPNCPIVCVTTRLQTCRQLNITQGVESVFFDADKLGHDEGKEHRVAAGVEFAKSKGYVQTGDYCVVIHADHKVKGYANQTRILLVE
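qHTS format; LmPK 0.1 nM; substrates PEP 0.5 mM and ADP 0.1 mM. One-hour room-temperature incubation, then coupled luciferase luminescence; 0.5 nM enzyme wells mark activation.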
* hit, by the source's call; ? = inconclusive; nt = no result given; [ ] = remark or other dose. Unless noted, calls come from the whole dose curve; as a rule, active = well fitted curve in the direction sought with a large enough effect; inconclusive = small, poorly fitted or top-dose-only effect, or another doubt; inactive = no such curve, though single readings can be large; an effect the other way counts as inactive or inconclusive. Unless noted, % is set by controls: 0 for no effect and ±100 for the full control effect. An unsorted share of the library; overall some 7.4% were active at least once.

A first look (2 entries):
structure	TbPYK inhibitor	Sm TGR block	AmpC inh detg	AMA1-RON2 inh	HCMV inh	AmpC no deterg	LmPK inhibitor
Cc1cccc(OCCCC(=O)NC2CCCCC2)c1	5%	3%	-3%	13%	-14	4%	4%
CCN(CC)N=Nc1ccc(C(=O)O)cc1	-7%	-1%	?	-17%	-17	-19%	-5%

Main list, from the start:
structure	TbPYK inhibitor	Sm TGR block	AmpC inh detg	AMA1-RON2 inh	HCMV inh	AmpC no deterg	LmPK inhibitor
Cc1cccc(OCCCC(=O)NC2CCCCC2)c1	5%	3%	-3%	13%	-14	4%	4%
CCN(CC)N=Nc1ccc(C(=O)O)cc1	-7%	-1%	?	-17%	-17	-19%	-5%
CSc1nn(CC(=O)Nc2cc(C)ccc2C)c(N)c1S(=O)(=O)c1ccccc1	1%	3%	1%	nt	?	nt	nt
C=C(C)Cn1c(SCC(=O)N/N=C/c2c(O)ccc3ccccc23)nc2ccccc2c1=O	-4%	-10%	?	37%[activator]	-29	-40%	9%
CC1=C(C(=O)OC2CCCCC2)C(c2cccnc2)n2nnnc2N1 (stereo not given)	-7%	-2%	-11%	-12%	?	6%	2%
COc1ccc(NC(=O)Cn2nnnc2-c2ccccc2F)c(C)c1	2%	1%	-7%	nt	-19	nt	nt
CN1CCN(S(=O)(=O)c2ccc(Br)c3nsnc23)CC1	2%	-13%	-1%	1%	6	-11%	11%
CCOC(=O)c1c(/N=C/C2=C(O)CC(C)(C)CC2=O)sc2c1CCCC2	-2%	-8%	8%	19%	-3	-20%	9%
CCc1nc2cccnc2n1-c1ccc(CC(=O)Nc2cccc(C)c2C)cc1	2%	-12%	11%	nt	1	nt	nt
Cc1cccc(C)c1NC(=O)c1cnn(-c2ccccc2)c1C	-1%	4%	-3%	-9%	0	0%	-7%
O=C(Nc1ccccc1)c1cc(Cl)nc2ccccc12	3%	2%	7%	1%	?	-7%	2%
CCCc1c(C(=O)N/N=C(\C)CCc2ccc(OC)cc2)nnn1-c1nonc1N	1%	-5%	4%	81%[activator]	-19	-21%	-1%
CCOC(=O)C1=C(COC(=O)C(CC)c2ccccc2)NC(=O)NC1C (stereo not given)	2%	-3%	9%	-5%	-26	26%	nt
Cc1ccc(S(=O)(=O)N2C[C@@H]3[C@H]4CC[C@H](C4)[C@@H]3[C@@H](C)[C@@H]2c2cn(Cc3ccccc3)c3ncccc23)cc1	4%	nt	nt	-14%	?	-33%	nt
Cn1c(=O)c(C(=O)NC2CCCCCCC2)c(O)c2ccccc21	2%	7%	-4%	-11%	42	-17%	5%
COc1c(NC=O)c2c(c([N+](=O)[O-])c1OC)C(=O)OC2	4%	nt	nt	-1%	2	nt	nt
COc1ccc(/C=C/c2ccc3cccc(O)c3n2)cc1Br	-6%	-6%	-1%	119%[activator]	104	-25%	-5%
COc1ccc(C2C=C(c3ccc(Cl)cc3)Nc3nc(-c4ccc(Cl)cc4)nn32)cc1 (stereo not given)	-16%	0%	-4%	nt	-101*	nt	nt
CCc1nc2ccc(C(=O)NCCC(C)C)cn2c1N(CC)CCOC	4%	nt	nt	-5%	-3	nt	nt
CC(=O)Oc1c(S(=O)(=O)c2ccc(C)cc2)c(C)nn1C(C)(C)C	-19%	9%	-5%	10%	12	14%	0%
CCCn1c(Oc2ccccc2)nc2c1c(=O)n(C)c(=O)n2C	-1%	1%	?	11%	-29	3%	-11%
COc1ccc(CC(CN)c2ccccc2)cc1 (stereo not given)	-13%	3%	?	10%	40	-22%	-10%
Cc1ccc2c(CC(=O)OCn3nnc4ccccc4c3=O)coc2c1	3%	2%	?	0%	-13	-22%	6%
Cc1cccc2c(N=Nc3ccccc3)c(O)[nH]c12	6%	?	6%	-4%	238	-14%	-1%
Cc1ccc(-c2cc(C(=O)Nc3ccc(S(=O)(=O)Nc4onc(C)c4C)cc3)[nH]n2)c(O)c1	-5%	4%	4%	7%	-27	-38%	0%
C#CCOc1ccc(C2C3=C(COC3=O)Nc3cc4c(cc32)OCO4)cc1OC (stereo not given)	-4%	5%	9%	-16%	-82*	-20%	11%
Cc1ccc2c(=O)c(C(=O)c3ccc(F)cc3)cn(CC(=O)Nc3ccc4c(c3)OCCO4)c2n1	-1%	9%	21%	nt	-24	nt	nt
OC[C@@H]1CN(CCc2ccccc2)C[C@H](n2cnc3c(N4CCOCC4)ncnc32)O1	0%	nt	nt	58%[activator]	30	nt	nt
Cc1ccc(NC2=Nc3ccccc3CC2)cc1	-12%	-17%	0%	-8%	29	-12%	-20%
O=C(Cc1ccc(Cl)cc1)N1CCC2(CC1)NCCc1[nH]cnc12	-2%	-12%	-5%	-1%	-12	-20%	-7%
Cn1cnc(C(=O)NCc2ccc(CNC(=O)OC(C)(C)C)cc2)c1C(=O)NCc1ccc(CNC(=O)OC(C)(C)C)cc1	4%	nt	nt	140%[activator]	?	29%	nt
O=C(c1ccc2c(c1)OCO2)C1CCCN(Cc2ccccc2OC(F)F)C1 (stereo not given)	-8%	-7%	?	-2%	-8	-2%	6%
Cc1cccc([C@@H]2[C@@H]3C(=O)N(C)C(=O)[C@@H]3[C@@H]3C(=O)Nc4ccccc4C(=O)N23)c1	0%	-17%	?	0%	9	-15%	1%
COc1ccc(C2C(C(=O)c3sc(C)nc3C)=C(O)C(=O)N2CCN2CCOCC2)cc1 (stereo not given)	-9%	?	?	-2%	15	-4%	1%
Cc1cc([N+](=O)[O-])ccc1P(=O)(O)c1ccc([N+](=O)[O-])cc1C	-1%	nt	nt	10%	28	nt	nt
COc1ccc(CN(C(=O)CNC(=O)c2ccco2)C(C(=O)NC2CCCC2)c2ccco2)cc1 (stereo not given)	9%	?	-5%	-16%	69	-7%	-2%
COc1ccccc1N(CC(=O)Nc1cccc(C(F)(F)F)c1)S(C)(=O)=O	-4%	7%	-4%	2%	-10	60%	6%
O=C(CSCc1cnn(-c2ccccc2)c1-n1cccc1)N1CCN(Cc2ccccc2)CC1	2%	-23%	?	-21%	-7	143%[activator]	-1%
Cc1cc(C)c(S(=O)(=O)Nc2cc(SCC(=O)O)c(O)c3ccccc23)cc1C	10µM*	8.9µM*	-12%	-20%	nt	-46%	20µM*
Cc1cc(NC(=O)c2ccc(C(C)(C)C)cc2)no1	0%	nt	nt	16%	82	nt	nt
COC(=O)c1ccc(C(=O)OC)c(NC(=O)COC(=O)c2ccccc2OC)c1	6%	-7%	-9%	-7%	-7	-17%	0%
Cc1ccc(C2c3c(-c4ccccc4O)n[nH]c3C(=O)N2CCc2ccccc2)cc1 (stereo not given)	2%	3%	19%	nt	-94*	nt	nt
Cc1cc(C)c(S(=O)(=O)N2CCCCC2CCNC(=O)C(=O)NCCN2CCOCC2)c(C)c1 (stereo not given)	-5%	-10%	0%	1%	-2	212%[activator]	nt
Cc1cc2c(cn1)C(CCC#N)(CCC#N)c1ccccc1-2	-2%	2%	-4%	-5%	2	79%	1%
C=CCSc1nc2c(sc3nc(C)cc(C)c32)c(=O)[nH]1	-1%	8%	-7%	-8%	5	-19%	1%
CN(Cc1ccccc1)S(=O)(=O)c1ccc2[nH]c3c(c2c1)CCCCC3	-2%	0%	-3%	nt	20	nt	nt
CCCCN(CC)Cc1ccc(CNC(=S)Nc2ccccc2F)o1	-4%	-33%	-5%	-9%	-15	-6%	3%
COc1ccccc1N1C(=O)CC(c2ccccc2)CC1=O	1%	-2%	3%	7%	27	-1%	nt
COCCOC(=O)C(C#N)c1nc2ccccc2nc1N1CCN(Cc2ccccc2)CC1 (stereo not given)	-5%	2%	5%	-1%	nt	139%[activator]	-1%
O=C1CSC2(C(=O)N(Cc3cccc(F)c3)c3ccccc32)N1c1cccc(C(F)(F)F)c1 (stereo not given)	5%	10%	17%	nt	?	nt	nt

Next section:
structure	TbPYK inhibitor	Sm TGR block	AmpC inh detg	AMA1-RON2 inh	HCMV inh	AmpC no deterg	LmPK inhibitor
CN(C)CCCNC(=S)N1CCC(C(=O)c2ccc(Cl)cc2)CC1	-1%	nt	nt	-10%	-34	nt	nt
CC1CN(C(=O)c2cc(F)c(F)cc2Cl)CC(C)O1 (stereo not given)	0%	nt	nt	-9%	79	nt	nt
COc1ccc(Cc2c[nH]c(=O)[nH]c2=O)cc1	0%	-2%	-2%	4%	54	-3%	-3%
COC(=O)C1=C(C)Nc2c(c(=O)n(C)c(=O)n2C)C1c1ccc(C)cc1 (stereo not given)	4%	-10%	-8%	-8%	118	4%	7%
COCCN(CCOC)c1nc(S(=O)(=O)c2ccc(C)cc2)c(Cl)s1	-3%	-1%	1%	-6%	?	114%[activator]	6%
NCCCC[C@@H]1NC(=O)c2cc([N+](=O)[O-])cc(I)c2SC[C@@H](C(N)=O)NC(=O)[C@H](CCC(N)=O)NC1=O	3%	1%	?	3%	-8	-21%	0%
COC(=O)C1=NNC2(C)C(=O)N(c3ccc(C)cc3)C(=O)C12 (stereo not given)	2%	-8%	-7%	12%	14	-18%	0%
CC(OC(=O)C1CC(=O)N(Cc2ccco2)C1)C(=O)Nc1ccc(F)cc1Cl (stereo not given)	3%	-32%	-1%	-8%	-1	-3%	nt
COc1cccc(OC)c1C(=O)Nc1ccc2nc(C)c(C)nc2c1	-4%	-30%	5%	-1%	60	-3%	0%
COc1cc(C2Nc3c(F)cccc3C3C=CCC32)cc(Br)c1OC (stereo not given)	-17%	20µM*	-1%	-15%	-14	-32%	4%
O=S(=O)(NCCSc1nnnn1-c1ccccc1)c1cccs1	4%	0%	0%	1%	-81*	-28%	-2%
Cc1ccc(S(=O)(=O)N2CCN(C)CC2)cc1[N+](=O)[O-]	1%	-27%	0%	-5%	76	-4%	-2%
CCn1ccnc1CN(C)Cc1cn(-c2ccccc2)nc1-c1ccc(OC)cc1F	2%	-31%	1%	48%[activator]	?	142%[activator]	3%
CCC(=O)N1CCc2cc(S(=O)(=O)CCC(=O)N3CCN(c4cc(C)ccc4C)CC3)ccc21	-2%	-10%	-3%	nt	6	nt	nt
Cc1noc(C)c1C(=O)N1CCCC(C(=O)c2cccc(C(F)(F)F)c2)C1 (stereo not given)	1%	0%	-7%	-7%	-30	33%	5%
